Screening data: PubChem, several laboratories
E coli growth: E. coli V3065 growth inhibition, primary screen, counter-screen for AddAB inhibitor project, absorbance, OD600 | 18 h | inhibition, % at 11.9 µM | 330,000 compounds, 0.27% hits | AID 449728, 2010;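 active = inhibition above the campaign's mean inhibition across all tested compounds plus 3 SD, cut at about 9.9% in these data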;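 note: uninfected addAB+ strain grown without phage in ampicillin broth; 0% = DMSO wells and 100% = ciprofloxacin 0.95 µg/ml wells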
Tat transport: E. coli Tat export inhibitors, primary screen, MC4100, TorA-mCherry reporter, fluorescence, single point | inhibition, % at 10 µM | 340,000 compounds, 0.036% hits;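 active = mean replicate inhibition at least 50% and at least half of replicates individually reaching 50%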;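 note: exported cargo escapes ClpAP degradation while cytoplasmic cargo is degraded and loses fluorescence; 0% = median of neutral control wells and 100% = median of NaSCN control wells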
PKA-R1A activ: activators of PKA-R1A holoenzyme, primary screen, biochemical, fluorescence polarization, Cy5-IP20, bovine R1A, mouse PKAc. AID 504707, 2011. activation, % at 11.4 µM. PKA-R1A dissociation; scaled: DMSO 0%, 113 µM cGMP 100%. 340,000 compounds, 0.083% hits. cAMP-dependent protein kinase type I-alpha regulatory subunit (Bos taurus) + …;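 active = percent activation above the mean of all tested compounds plus 3 SD, cut at about 19% in these data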;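 note: higher means more PKAc released from R1A so a rise in polarization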
PKA-R2B act: activators of PKA-R2B holoenzyme, primary screen, biochemical, fluorescence polarization, Cy5-IP20, human; PKA-R2B holoenzyme dissociation; R2B truncated from residue 108, S112A mutant; 0% DMSO only, 100% 113 µM cGMP; activation, % at 11.4 µM; cAMP-dependent protein kinase catalytic subunit beta (Homo sapiens) + cAMP-dependent …; 340,000 compounds, 0.079% hits;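 active = activation above a cutoff set at the mean over all compounds plus 3 SD, cut at about 18% in these data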;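 note: higher means more holoenzyme dissociation and a rise in polarization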
Target sequence (P31323 whole entry, looked up, other chains not shown, the tested form may be a part): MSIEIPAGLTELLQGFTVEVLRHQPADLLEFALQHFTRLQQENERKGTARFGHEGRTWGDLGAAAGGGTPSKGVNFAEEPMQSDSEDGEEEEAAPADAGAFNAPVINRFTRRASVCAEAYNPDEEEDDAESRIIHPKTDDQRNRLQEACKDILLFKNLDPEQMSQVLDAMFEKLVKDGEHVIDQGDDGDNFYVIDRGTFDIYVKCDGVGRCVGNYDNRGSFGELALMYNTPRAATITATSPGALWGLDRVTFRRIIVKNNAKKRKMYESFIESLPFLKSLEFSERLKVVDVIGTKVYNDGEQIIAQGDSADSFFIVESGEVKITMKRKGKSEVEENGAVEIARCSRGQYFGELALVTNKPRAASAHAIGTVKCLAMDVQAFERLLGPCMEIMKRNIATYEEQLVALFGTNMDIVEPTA
HTR5A inv ag: HTR5A inverse agonists in luminescence cell assay, primary screen, counter-screen for OPRM1-OPRD1 heterodimer inverse agonist project, full-deck HTS; 5-hydroxytryptamine receptor 5A (Homo sapiens), P47898; HTR5A cell line, inverse agonism; AID 504634, 2011; inhibition, % at 9.3 µM; 340,000 compounds, 0.083% hits; in the data active = inhibition mostly above about 23%, no sharp cut-off; inactive = mostly below about 18%;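 note: 0% = cells with DMSO and 100% = no-cell wells with DMSO; some compounds called inactive have numbers as strong as hits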
Target sequence (P47898 whole entry, looked up): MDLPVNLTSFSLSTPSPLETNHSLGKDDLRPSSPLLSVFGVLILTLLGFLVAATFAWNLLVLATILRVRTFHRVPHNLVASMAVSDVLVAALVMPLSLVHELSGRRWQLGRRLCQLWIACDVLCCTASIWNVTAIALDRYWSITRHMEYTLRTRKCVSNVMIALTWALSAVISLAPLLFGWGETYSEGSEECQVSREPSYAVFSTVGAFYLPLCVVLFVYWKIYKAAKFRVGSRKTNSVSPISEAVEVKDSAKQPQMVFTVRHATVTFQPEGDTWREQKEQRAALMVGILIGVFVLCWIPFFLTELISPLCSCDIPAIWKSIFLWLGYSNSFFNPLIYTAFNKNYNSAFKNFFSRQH
Mot1-301 SUMO: yeast Mot1-301 growth rescue at high temperature, primary screen, SUMOylation pathway inhibitor project, S. cerevisiae, ATP luminescence, 38.5C. growth rescue, % at 18.8 µM. S. cerevisiae Mot1-301 growth rescue; percent above DMSO median, 100 means doubled. 320,000 compounds, 1% hits;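 active = every valid replicate shows activation above 250% relative to neutral control wells; inactive = the rest, any valid replicate at or below 250%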;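 note: OY570 slx delta 5 strain wells were the positive control but not used for scaling; some compounds called inactive have numbers as strong as hits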
DAGLB inhibitor: DAGLB lipase inhibitors, primary screen, biochemical, fluorescence, HTS | AID 504411, 2011 | HEK293T DAGLB membrane lysate, EnzChek fluorogenic substrate | 340,000 compounds, 0.059% hits | inhibition, % at 5.17 µM; in the data active = inhibition above about 34%;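 note: 0% = enzyme with vehicle and 100% = wells lacking enzyme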
CDK5 p35 inh: inhibitors of human CDK5/p35 kinase, primary screen, biochemical, single concentration | Cyclin-dependent kinase 5 (Homo sapiens) + Cyclin-dependent kinase 5 activator 1 (Homo … | Recombinant CDK5/p35, ADP-Glo luminescence, 60 min | inhibition, % at 10 µM | 330,000 compounds, 0.01% hits;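 active = highest replicate inhibition of at least 50% and at least 75% of replicates reaching 50%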;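 note: plate controls were DMSO neutral control for no effect and GW8510 at 10 µM for full effect; many of its hits are not listed in these tables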
HTR5A ag: HTR5A agonists in luminescence cell assay, primary screen, counter-screen for OPRM1-OPRD1 heterodimer agonist project, full-deck HTS; AID 504692, 2011; 340,000 compounds, 0.61% hits; cell-based; activation, % at 9.3 µM; in the data active = activation mostly above about 9.5%, no sharp cut-off; inactive = mostly below about 7.6%;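 note: 0% = cells with vehicle only and 100% = reference agonist; strong numbers were not always called active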
AddAB inh: growth inhibition of E. coli expressing H. pylori AddAB, primary screen, AddAB inhibitor project, absorbance. inhibition, % at 11.9 µM. 330,000 compounds, 0.29% hits; in the data active = inhibition above about 12%;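 note: 0% = vehicle wells of infected cells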
phage Ecoli inh: growth loss of phage-infected E. coli, primary screen, RecBCD inhibitor project, absorbance, with phage, HTS. inhibition, % at 11.9 µM. 360,000 compounds, 0.26% hits. AID 651602, 2012; in the data active = inhibition above about 11%
* hit, by the source's call; & = joins results of further samples.

For O=C(CN1C(=O)/C(=C/c2ccccc2)SC1=S)N1CCN(CCc2ccccn2)CC1 the results were E coli growth -3.3, Tat transport -3.9, PKA-R1A activ -7.7, PKA-R2B act -12.4, HTR5A inv ag 16.5, Mot1-301 SUMO -34.7, DAGLB inhibitor 2.4, CDK5 p35 inh -1.1, HTR5A ag -7.0, AddAB inh 4.6 and phage Ecoli inh 0.7.
For Nc1cc(C(F)(F)F)ccc1OCC1CCCO1 (stereo not drawn) the results were E coli growth -0.1, Tat transport -19.0, PKA-R1A activ -11.9, PKA-R2B act 4.8, HTR5A inv ag 7.9, Mot1-301 SUMO -5.1, DAGLB inhibitor 0.0, CDK5 p35 inh 1.1, HTR5A ag -2.1, AddAB inh 0.0 and phage Ecoli inh 0.8.
For O=C(Nc1c2c(nn1-c1ccc([N+](=O)[O-])cc1)CS(=O)(=O)C2)c1ccco1 the results were E coli growth -0.8, Tat transport 1.8, PKA-R1A activ -0.4, PKA-R2B act -2.6, HTR5A inv ag 18.2, Mot1-301 SUMO 2.2, DAGLB inhibitor -1.7, HTR5A ag -2.4, AddAB inh 1.2 and phage Ecoli inh 1.1.
For C(=N\N1CCN(C2c3ccccc3-c3ccccc32)CC1)/c1cccnc1 the results were E coli growth -0.5, Tat transport 2.6, PKA-R1A activ -19.8, PKA-R2B act -0.8, HTR5A inv ag -1.8, Mot1-301 SUMO 34.2, DAGLB inhibitor -3.9, CDK5 p35 inh 0.3, HTR5A ag 11.2, AddAB inh 2.9 and phage Ecoli inh 0.2.
For O=C(/C=C/c1ccc(O)c(O)c1)O[C@@H]1C[C@](O)(C(=O)O)C[C@@H](O)[C@H]1O the results were E coli growth -4.1&-2.5, Tat transport -8.3&-1.6, PKA-R1A activ 3.1&-2.3, PKA-R2B act -2.9&-4.0, HTR5A inv ag -16.9&-21.0, Mot1-301 SUMO -4.0&5.4, DAGLB inhibitor 3.4&0.7, CDK5 p35 inh 1.3&-2.4, HTR5A ag -0.1&-1.8, AddAB inh -3.0&-2.2 and phage Ecoli inh 1.0&1.8.
For COc1ccc(CC(C)CC(=O)NCCc2ccc(OC)c(OC)c2)cc1 (stereo not drawn) the results were E coli growth -0.6, Tat transport -0.2, PKA-R1A activ -3.1, PKA-R2B act 3.4, HTR5A inv ag 4.0, Mot1-301 SUMO -13.0, DAGLB inhibitor -1.2, CDK5 p35 inh 1.3, HTR5A ag -1.1, AddAB inh -0.3 and phage Ecoli inh -1.5.
Cc1ccc(C(=O)NN2C(=O)C3C4c5ccccc5C(c5ccccc54)C3C2=O)cc1 (stereo not drawn) was read as E coli growth 0.1, Tat transport -1.7, PKA-R1A activ 1.4, PKA-R2B act 8.4, HTR5A inv ag -42.6, Mot1-301 SUMO 17.2, DAGLB inhibitor 0.0, CDK5 p35 inh -0.6, HTR5A ag -2.1, AddAB inh -2.0 and phage Ecoli inh 1.2.
Screening Cc1ccc(NC(=O)N2CCCC2C(=O)NCC2CCCO2)cc1 (stereo not drawn) returned E coli growth -0.9, Tat transport 3.9, PKA-R1A activ 9.9, PKA-R2B act 2.0, HTR5A inv ag 14.5, Mot1-301 SUMO -0.4, DAGLB inhibitor -1.2, CDK5 p35 inh -1.8, HTR5A ag -5.9, AddAB inh 2.5 and phage Ecoli inh 3.6.
CCCCn1c(SCC(=O)NCc2ccco2)nc2c1c(=O)n(C)c(=O)n2C was read as E coli growth 0.1, Tat transport -3.6, PKA-R1A activ -2.5, PKA-R2B act 4.6, HTR5A inv ag 10.7, Mot1-301 SUMO 5.7, DAGLB inhibitor -1.7, CDK5 p35 inh -1.1, HTR5A ag -4.4, AddAB inh 0.2 and phage Ecoli inh 1.3.
Screening Cc1ccnc2nc(C(=O)OCC(=O)N3CCc4ccccc43)nn12 returned E coli growth -0.5, Tat transport 4.3, PKA-R1A activ 3.8, PKA-R2B act 0.6, HTR5A inv ag -1.2, Mot1-301 SUMO -10.7, DAGLB inhibitor -0.7, CDK5 p35 inh -1.3, HTR5A ag -7.0, AddAB inh -0.5 and phage Ecoli inh 5.3.
For Cc1cccn2c(=O)c3cc(C(=O)N4COCC4(C)C)sc3nc12 the results were E coli growth 2.0, Tat transport -4.1, PKA-R1A activ -6.2, PKA-R2B act -0.5, HTR5A inv ag -11.0, Mot1-301 SUMO -16.6, DAGLB inhibitor -3.7, CDK5 p35 inh -3.4, HTR5A ag -0.1, AddAB inh 0.9 and phage Ecoli inh 2.4.
Screening CCN1CCN(C(=O)CCN2C(=O)c3ccccc3S2(=O)=O)CC1 returned E coli growth -1.6, Tat transport 1.6, PKA-R1A activ -10.8, PKA-R2B act 5.5, HTR5A inv ag 8.7, Mot1-301 SUMO -12.0, DAGLB inhibitor -2.5, CDK5 p35 inh 0.0, HTR5A ag 1.7, AddAB inh -0.5 and phage Ecoli inh 1.0.
O=C(O)C1=C[C@H](C2CC2)C[C@H](OCc2ccc(CO)cc2)O1 was read as E coli growth -3.4, Tat transport -7.8, PKA-R1A activ -3.7, PKA-R2B act -5.8, HTR5A inv ag 12.8, Mot1-301 SUMO 30.1, DAGLB inhibitor 0.3, CDK5 p35 inh -0.9, HTR5A ag -4.8, AddAB inh 1.4 and phage Ecoli inh 0.2.
For COc1cc(NC(=O)C2CCCN2S(=O)(=O)c2ccc3c(c2)CC(C)N3C(C)=O)cc(OC)c1 (stereo not drawn) the results were E coli growth 0.0, Tat transport -0.1, PKA-R1A activ 2.3, PKA-R2B act 7.8, HTR5A inv ag 12.7, Mot1-301 SUMO 16.0, DAGLB inhibitor -2.6, CDK5 p35 inh 0.5, HTR5A ag 2.0, AddAB inh 1.9 and phage Ecoli inh 1.9.
O=c1c2ccccc2ncn1C1CCCCC1 was read as E coli growth 2.7, Tat transport -11.0, PKA-R1A activ 12.1, PKA-R2B act 0.9, HTR5A inv ag 6.4, Mot1-301 SUMO -1.9, DAGLB inhibitor 1.2, CDK5 p35 inh 2.0, HTR5A ag 3.7, AddAB inh 0.0 and phage Ecoli inh 3.7.
`CC(C)(C)CC(C)(C)n1nnnc1N` gave Tat transport 6.0, PKA-R1A activ 1.9, PKA-R2B act -15.3, HTR5A inv ag 4.9, DAGLB inhibitor -1.4, CDK5 p35 inh -0.1, HTR5A ag -1.3 and phage Ecoli inh 3.2.
Screening CN1C(=O)/C(=C/c2ccccc2OCc2ccccc2F)NC1=S returned E coli growth -3.5, Tat transport 11.9, PKA-R1A activ -10.6, PKA-R2B act -1.3, HTR5A inv ag -6.8, Mot1-301 SUMO 91.6, DAGLB inhibitor -3.4, CDK5 p35 inh 0.0, HTR5A ag 2.6, AddAB inh 1.7 and phage Ecoli inh 1.1.
For COc1ccc(C)cc1N(C(=O)c1ccco1)C(C(=O)NC1CCCC1)c1cc(OC)c(OC)c(OC)c1 (stereo not drawn) the results were E coli growth -3.8, Tat transport -5.1, PKA-R1A activ -4.2, PKA-R2B act 2.7, HTR5A inv ag 1.3, Mot1-301 SUMO -1.5, DAGLB inhibitor 0.3, CDK5 p35 inh 0.9, HTR5A ag -0.4, AddAB inh 2.0 and phage Ecoli inh 3.8.
For CC(C)N1C(=O)CN(C2CCCCCC2)C(=O)C1c1ccccc1F (stereo not drawn) the results were E coli growth -0.9, Tat transport -8.0, PKA-R1A activ -3.9, PKA-R2B act -11.6, HTR5A inv ag -11.8, Mot1-301 SUMO -3.0, DAGLB inhibitor -2.2, CDK5 p35 inh -1.5, HTR5A ag 3.6, AddAB inh 2.1 and phage Ecoli inh 2.4.
For CON(C)c1nc(OCC#N)nc(N(C)C)n1 the results were E coli growth 1.6, Tat transport 5.5, PKA-R1A activ -8.0, PKA-R2B act 7.3, HTR5A inv ag 5.7, Mot1-301 SUMO 0.4, DAGLB inhibitor -2.5, CDK5 p35 inh -0.4, HTR5A ag 9.1, AddAB inh 2.0 and phage Ecoli inh 4.1.
COc1ccc(C(CNC(=O)c2ccc(S(=O)(=O)N(C)C)cc2)N(C)C)cc1 (stereo not drawn) was read as E coli growth 0.1, Tat transport 11.8, PKA-R1A activ 12.0, PKA-R2B act -1.5, HTR5A inv ag 8.9, Mot1-301 SUMO -4.0, DAGLB inhibitor 0.4, CDK5 p35 inh -1.6, HTR5A ag -3.5, AddAB inh 4.0 and phage Ecoli inh 6.0.
For COc1ccc(NC(=O)/C(C#N)=C\c2ccc(OCc3ccc(C(=O)O)cc3)c(OC)c2)cc1 the results were E coli growth 0.1, Tat transport 5.2, PKA-R1A activ 2.1, PKA-R2B act 3.1, HTR5A inv ag 13.2, Mot1-301 SUMO -7.3, DAGLB inhibitor 0.6, CDK5 p35 inh 0.9, HTR5A ag -5.3, AddAB inh -0.6 and phage Ecoli inh 1.9.
For CC(C)CC(CO)NS(=O)(=O)c1cccc(Cl)c1F (stereo not drawn) the results were Tat transport 4.8, PKA-R1A activ -6.3, PKA-R2B act -7.7, HTR5A inv ag -1.8, DAGLB inhibitor -1.0, CDK5 p35 inh 1.0, HTR5A ag 0.5 and phage Ecoli inh 3.2.
For O=C(CSCc1cc(=O)n2ccsc2n1)Nc1ccccc1 the results were E coli growth -1.7, Tat transport 6.1, PKA-R1A activ -14.0, PKA-R2B act 5.7, HTR5A inv ag 8.0, Mot1-301 SUMO 235.2, DAGLB inhibitor -2.0, CDK5 p35 inh 0.1, HTR5A ag -2.1, AddAB inh 0.6 and phage Ecoli inh 0.6.
`CC(C)COC(=O)NC1c2ccccc2Oc2ccccc21` gave E coli growth -2.1, Tat transport 2.6, PKA-R1A activ 9.6, PKA-R2B act 5.9, HTR5A inv ag -9.6, Mot1-301 SUMO -7.4, DAGLB inhibitor -8.2, CDK5 p35 inh -2.5, HTR5A ag 3.2, AddAB inh 4.2 and phage Ecoli inh 3.9.
Screening COc1cc(C(=O)NCc2nnc(SCC(=O)NCCc3ccccc3)o2)cc(OC)c1OC returned E coli growth 0.2, Tat transport -6.7, PKA-R1A activ -3.2, PKA-R2B act 7.9, HTR5A inv ag 11.1, Mot1-301 SUMO -19.7, DAGLB inhibitor 0.2, CDK5 p35 inh -1.4, HTR5A ag -0.8, AddAB inh 3.2 and phage Ecoli inh 0.2.
For O=C(O)CCCn1cc(NC(=O)COc2cccc(Cl)c2)cn1 the results were E coli growth 0.3, Tat transport -4.8, PKA-R1A activ -7.5, PKA-R2B act -4.7, HTR5A inv ag -2.3, Mot1-301 SUMO 0.6, DAGLB inhibitor -5.5, CDK5 p35 inh -0.9, HTR5A ag -1.8, AddAB inh -0.3 and phage Ecoli inh 2.1.
For COc1ccc(NC(=O)CCNC(=O)c2ccc([N+](=O)[O-])cc2)cc1S(=O)(=O)N1CCOCC1 the results were Tat transport -2.7, PKA-R1A activ -10.4, PKA-R2B act -2.5, HTR5A inv ag -0.1, DAGLB inhibitor -0.4, CDK5 p35 inh 0.5, HTR5A ag 4.3 and phage Ecoli inh 2.1.

Rows are unselected; overall some 2.3% were active at least once.
